GPR151 activators – GPR151 activators, triplicate retest, confirmation, cell-based, PathHunter beta-arrestin, luminescence, set 2 (AID 1508608); GPR151 PathHunter beta-arrestin cells, luminescence, 90 min; active compounds read high; 100% = signal from added EA reagent; activation, % at 11.2 µM; 0.9% of 2,300 active;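 active means mean activation across replicates above 26.72%, the hit cutoff set for this confirmation screen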;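 further: 0% = plate median of compound wells and 100% = EA reagent high control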
GPR119 beta-arrestin – off-target GPR119 activation – cell-based, PathHunter beta-arrestin, luminescence, set 2, counter-screen for GPR151 activator project, confirmation (AID 1508607). activation, % at 11.2 µM. 0.9% of 2,300 active. GPR119 PathHunter beta-arrestin cells, luminescence, 90 min; active compounds read high;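 active means mean percent activation across replicates above the counterscreen hit cutoff of 9.17%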;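 further: 0% = median of sample wells and 100% = wells given EA reagent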
Active calls of the source: *. The list is partial (hit frequency here may not be typical).

SMILES | GPR151 activators | GPR119 beta-arrestin
COc1cccc(C2N(c3ccccn3)C(=O)C3CCCN32)c1 (configuration not stated) | -4.2 | -2.0

Source: PubChem
